From PubChem
C2C12 statin – suppressors of simvastatin-induced myotoxicity in C2C12 myotubes | ATP luminescence, 48 h; scaled: DMSO 0, geranylgeraniol control 100 | rescue of ATP level, % at 7.49 µM | 330,000 compounds, 0.78% hits | AID 602340;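 active means mean ATP rescue above about 67%, or every replicate alone reaching that limit, limit read from the data, passing the limit was not always enough; inconclusive means no clear call, values can overlap the other calls; inactive means mean under the limit and some replicate under it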;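 further: myotubes were challenged with 10 µM simvastatin during compound exposure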
LGR2 inh – inhibitors of bursicon-induced Drosophila LGR2 receptor cAMP signaling; 380,000 compounds, 0.35% hits; HEK293 LGR2, CRE-luciferase, bursicon-stimulated, 4 h; inhibition, % at 9.99 µM; AID 720647;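 active means drop in luminescence signal, shown as inhibition above about 50% in the replicate tests, limit read from the data, passing the limit was not always enough; inconclusive means probably only some replicates passing the limit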;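 further: agonist challenge used bursicon conditioned medium at about half maximal strength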
esBAF inh – SWI/SNF esBAF complex inhibition. mouse ES cells, Bmi1-luciferase knock-in reporter, 24 h; 100% = twice the neutral-well signal. reporter increase, % at 12.5 µM. 350,000 compounds, 2% hits. AID 602393; in the data active means activation above about 40%; inconclusive means no clear call, values can overlap the other calls;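 further: 0% = median of the plate's neutral control wells and 100% = double that signal; a rise in the Bmi1 reporter signal indicates esBAF inhibition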
SIRT5 block – inhibitors of human sirtuin-5 desuccinylase; Purified SirT5, succinyl-peptide AMC, trypsin-coupled fluorescence; inhibition, % at 15 µM; 330,000 compounds, 1.1% hits; Q9NXA8; in the data active means inhibition above about 15%; inconclusive means no clear call, values can overlap the other calls
Target sequence (Q9NXA8 whole entry, looked up): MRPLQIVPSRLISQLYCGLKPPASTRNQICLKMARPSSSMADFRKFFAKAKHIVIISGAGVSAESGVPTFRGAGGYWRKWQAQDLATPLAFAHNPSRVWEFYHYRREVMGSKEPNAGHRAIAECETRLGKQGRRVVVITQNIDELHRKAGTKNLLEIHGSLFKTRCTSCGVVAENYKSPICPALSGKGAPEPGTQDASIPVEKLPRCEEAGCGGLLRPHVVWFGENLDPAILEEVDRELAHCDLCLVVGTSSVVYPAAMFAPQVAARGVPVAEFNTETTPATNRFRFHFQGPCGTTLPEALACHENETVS
CASP6 VEID inh – caspase-6 (human) enzyme inhibition. P55212. inhibition, % at 12.5 µM. purified caspase-6, Z-VEID-R110 cleavage fluorescence. AID 686996. 350,000 compounds, 0.53% hits;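 active means mean inhibition across replicates at least about 35%, with every replicate also reaching that limit, limit read from the data; inconclusive means only one of the two criteria met; inactive means neither criterion met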;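 further: 0% = median of neutral control wells and 100% = no fluorescence left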
Target sequence (P55212 24-179 limits assumed): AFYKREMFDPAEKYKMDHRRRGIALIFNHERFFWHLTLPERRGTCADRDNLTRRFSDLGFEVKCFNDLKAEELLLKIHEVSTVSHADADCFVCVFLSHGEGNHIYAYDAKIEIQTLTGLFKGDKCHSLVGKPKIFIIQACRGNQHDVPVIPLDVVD
Target sequence (P55212 194-293 limits assumed): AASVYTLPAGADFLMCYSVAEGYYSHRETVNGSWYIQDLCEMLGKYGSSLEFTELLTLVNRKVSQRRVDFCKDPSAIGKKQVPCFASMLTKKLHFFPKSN
FN deposition inh – fibronectin deposition inhibition. AH1F fibroblasts, Alexa488-fibronectin deposition fluorescence, overnight. inhibition, % at 12.6 µM. 350,000 compounds, 0.086% hits. AID 743247;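 active means mean inhibition across replicates of 30% or more, regardless of how many single replicates reach that level; inconclusive means mean under 30% yet at least half of replicates reach 30%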;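 further: positive control wells lacked labelled fibronectin entirely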
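Test system: AH1F fibroblast monolayer depositing Alexa488-labelled fibronectin into matrix. Input: 10000 cells per well. Technique: fluorescence, ex 485 nm, em 525 nm. Buffer or medium: DMEM plus 2% serum, read in PBS. Timing: 1 h cell adhesion before compound, then overnight fibronectin incubation. Compound: single dose, pinned. Read-out basis: inhibition from reduced deposited-fibronectin fluorescence.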
S100A4 MyoIIA – S100A4-myosin IIA interaction inhibition | P26447 | S100A4/TAMRA-MyoIIA peptide fluorescence polarization | inhibition, % at 10.7 µM | 360,000 compounds, 0.14% hits;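 active means mean inhibition of at least 70% across replicates, with every replicate also reaching that level; inconclusive means mean inhibition reaches 70% but some replicates fall short; inactive means mean inhibition below 70%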
Target sequence (P26447 whole entry, looked up): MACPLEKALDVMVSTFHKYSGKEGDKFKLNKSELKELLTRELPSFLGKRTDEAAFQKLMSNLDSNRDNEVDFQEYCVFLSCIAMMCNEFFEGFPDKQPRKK
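Compound dosing: one dose per compound; test system: human S100A4 monomer with TAMRA-labelled myosin IIA peptide; probe or stimulus: TAMRA-labelled myosin IIA heavy-chain peptide probe, 5 nM; medium: HEPES buffer with Ca2+, pH 7.2; schedule: 5 min incubation before reading; benchmarks: neutral control DMSO, positive control TFP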
An asterisk follows results filed as active; ? = inconclusive; / = no result given. Only part of the results is shown, so the mix of outcomes need not match the whole.

SMILES	C2C12 statin	LGR2 inh	esBAF inh	SIRT5 block	CASP6 VEID inh	FN deposition inh	S100A4 MyoIIA
CCCC#Cc1ccc([C@@H]2[C@H]3CN(C(=O)Nc4cccc(F)c4)CC(=O)N3[C@H]2CO)cc1	/	2	/	7	4	-8	-4
COCCNCC#CCOc1ccc(OC)cc1	14	/	-8	/	/	-2	/
C=CCC1(CC=C)CCCN1C(=O)C1CCC(=O)N(Cc2ccc(Cl)cc2)C1 (configuration not stated)	/	-38	/	-1	3	/	-2
C[C@H](CO)N1C[C@H](C)[C@H](CN(C)Cc2ccc(C(F)(F)F)cc2)OCCCC[C@H](C)Oc2ccc(NC(=O)Nc3cccc4ccccc34)cc2C1=O	/	0	-3	/	/	-5	/
COCCNC(=O)COC(=O)c1cccnc1SC	6	21	5	1	5	-6	2
O=C(N/N=C\c1ccoc1)c1ccco1	/	1	/	1	13	-1	-1
COc1cccc(CN2CC3(CN(C(C)=O)C3)c3c(n(C)c4cc(OC)ccc34)[C@@H]2CO)c1	/	9	/	2	7	/	5
C[C@@H]1CN([C@@H](C)CO)C(=O)c2cccc(NC(=O)c3nc4ccccc4s3)c2O[C@H]1CN(C)S(=O)(=O)c1ccc(Cl)cc1	43	-1	2	-3	3	-7	4
C[C@@H]1CN([C@@H](C)CO)C(=O)Cc2cc(NS(C)(=O)=O)ccc2O[C@H]1CN(C)C(=O)Nc1ccc(F)cc1	20	-15	-2	1	0	-1	-5
C[C@@H]1CN([C@H](C)CO)C(=O)c2cc(NS(=O)(=O)c3cn(C)cn3)ccc2O[C@H]1CN(C)S(=O)(=O)c1cccs1	24	8	3	5	-2	/	0
Cc1cc(Cl)ccc1NC(=O)CN1C(=O)NC2(CCCc3ccccc32)C1=O (configuration not stated)	19	-3	-1	-6	4	-1	15
C[C@@H]1CCCCO[C@@H](CN(C)C(=O)CCCN(C)C)[C@H](C)CN([C@@H](C)CO)C(=O)c2cc(NC(=O)NC3CCCCC3)ccc2O1	/	14	5	-3	1	/	-11
COc1cccc(COc2ncnc3sccc23)c1	/	-7	/	1	0	-17	-6
COc1ccccc1NC(=O)NN1CCCCC1	22	-22	2	-3	-1	5	-4
CCOc1ccccc1N1CCN(S(=O)(=O)c2ccc(F)c(F)c2)CC1	-14	-7	-3	/	/	/	/
CCn1c(=S)[nH]c2c(c1=O)C(C)(C)Cc1ccccc1-2	/	-6	/	8	0	11	-4
O=C(CSc1ncccn1)Nc1ccc2c(c1)CCC2	3	-45	11	-7	-2	-1	-1
O=C(Nc1ccccc1)N1CCSCC1	-5	15	6	/	/	/	/
CCOC(=O)c1cnn2c(SC)ncnc12	1	2	-3	-2	/	-2	-1
CCS(=O)(=O)N1CCN(c2ccnc3cc(Cl)ccc23)CC1	/	30	/	1	2	-6	0
CCCC#Cc1ccc([C@H]2[C@H](CO)N3C(=O)CN(C(=O)c4ccccc4)C[C@@H]23)cc1	/	2	/	-3	6	/	21
COc1ccc(S(=O)(=O)N(C)C[C@@H]2Oc3ccc(NC(=O)NC(C)C)cc3CC(=O)N([C@H](C)CO)C[C@@H]2C)cc1	10	-6	-2	-1	-2	-16	-1
COc1cc(OC)nc(N/N=C(\c2ccccc2)c2ccncc2)n1	-4	2	-8	-8	-1	0	7
O=C(COc1ccccc1)NC(Cc1c[nH]c2ccccc12)C(=O)O (configuration not stated)	8	/	5	/	/	8	/
COC(=O)[C@]12C[C@H](CC(=O)NCc3ccccc3)C(=O)N(Cc3ccc4c(c3)OCO4)C1=C[C@H](COCc1ccccc1)O[C@@H]2C	/	4	/	/	2	-10	-6
O=C(CSc1nnc(SCc2cccc3ccccc23)s1)N/N=C/C=C/c1ccccc1[N+](=O)[O-]	12	-1	28	/	/	7	/
Cc1ccc2c(c1)NC(=O)C(CC(=O)O)O2 (configuration not stated)	10	18	2	/	5	0	2
Cc1ccc(NC(=O)CNCCCN2CCOCC2)cc1S(=O)(=O)N1CCCCC1	4	5	6	-4	-18	0	-4
CO[C@@H]1CN(C)C(=O)c2ccc(NC(=O)c3ccc(F)cc3)cc2OC[C@@H](C)N(C(=O)CN(C)C)C[C@@H]1C	-1	-5	-7	/	/	-6	/
COc1cccc(NC(=O)N2C[C@H](O)COC[C@@H]3O[C@@H](CC(=O)NC4CCC4)CC[C@H]32)c1	0	4	1	5	1	-5	-2
CC(=O)Nc1cccc(NC(=O)C(=O)Nc2ccc3c(c2)N(C(=O)C2CC2)CCC3)c1	/	-6	/	-2	9	4	-6
COc1ccccc1CCn1cnc(-c2ccc(Cl)cc2)c1CC(C)C	/	?	/	/	0	-15	7
O=C(CCN1CCCCCC1)Nc1ccc(F)cc1	-5	-5	-14	/	/	-3	/
O=C1NC(Nc2nc3ccccc3s2)(C(F)(F)F)C(=O)N1C1CCCCC1 (configuration not stated)	-14	19	1	1	8	/	-1
Cc1noc(C)c1CSCC(=O)Nc1ccc(Br)cc1Cl	/	6	/	-2	-1	-14	-7
CC1(C)Cc2cccc(OCC(=O)Nc3cc(S(C)(=O)=O)ccc3Cl)c2O1	-3	1	-4	-3	-2	-5	-15
O=C(CCc1ccccc1)NC1C2CC3CC(C2)CC1C3 (configuration not stated)	0	/	3	-2	0	2	2
CC1CCc2sc(C(=O)NCC3CCCO3)cc2C1 (configuration not stated)	-14	-61	20	-3	0	3	8
Cc1noc(C)c1S(=O)(=O)Nc1ccc2c(c1)C(=O)N([C@@H](C)CO)C[C@H](C)[C@H](CN(C)C(=O)Nc1ccccc1)OCCCC[C@H](C)O2	/	2	3	-6	-1	-5	-23
CCCCOc1ccc(-c2n[nH]c(=S)n2Cc2ccccc2)cc1	39	-1	-1	-1	-5	-15	-1
O=C(Nc1ccc(F)cc1F)c1cccc(C(=O)Nc2ccc(F)cc2F)n1	-21	1	6	-4	2	/	9
O=C(NCc1ccccc1F)C(=O)NCC1CCCN1S(=O)(=O)c1ccccc1 (configuration not stated)	7	-5	2	2	-8	5	-1
CN(C(=O)CCN1C(=O)C(C)(C)Nc2ccccc21)c1ccccc1	8	/	-4	/	/	7	/
Cc1ccc(-n2c(SCC(N)=O)nnc2-c2ccccn2)cc1	-2	/	-9	/	/	4	/
CCOC(=O)[C@H]1[C@H]2COc3ccc(Br)cc3[C@@H]2N2C(=O)[C@H](C)NC(=O)[C@@]12C	26	7	-6	2	-3	2	0
COc1ccc(CN(C)C[C@@H]2Oc3ccc(NS(=O)(=O)c4ccc(Cl)cc4)cc3C(=O)N([C@@H](C)CO)C[C@H]2C)cc1	27	-3	4	0	3	6	-1
CN(C)c1ccc(C(c2ccc(N(C)C)cc2)c2ccc([N+](=O)[O-])cc2)cc1	1	/	-9	-3	2	12	-3
Cc1ccc(NS(=O)(=O)c2cccc(C(=O)NCCc3c[nH]c4ccccc34)c2)c(C)c1	/	13	/	-2	2	2	-8
O=C(COC(=O)c1ccco1)NC(c1ccccc1)c1ccccc1	/	11	/	-3	-5	/	8
CCN(CC)CCNc1nc(SC)nc2sc3c(c12)CCN(C)C3	21	3	3	-10	-62	2	-15
O=C(COCc1nc2ccccc2c(=O)[nH]1)NCC1CCCCC1	/	-1	/	0	-3	/	6
C=C(C)CSc1nnc(-c2ccc(OC)cc2)n1N	6	/	23	/	/	0	/
CCOC(=O)[C@H]1[C@H]2COc3ccc(Br)cc3[C@H]2N2C(=O)CN(Cc3ccc(Cl)cc3)C(=O)[C@@]12C	13	31	2	0	0	-9	-6
Cc1ccc(S(=O)(=O)CCC(=O)OCCOc2ccc(Br)cc2)cc1	1	7	4	-2	1	1	28
O=C(CCS(=O)(=O)Cc1ccccc1)Nc1ncc([N+](=O)[O-])s1	18	-28	42*	0	-3	/	2
C[C@H](O)C#Cc1ccc([C@@H]2[C@H](CO)N3CCCCN(C(=O)Nc4ccccc4)C[C@@H]23)cc1	-1	-17	0	3	7	/	68
C[C@@H]1CCCCO[C@@H](CN(C)CC2CCCCC2)[C@@H](C)CN([C@@H](C)CO)C(=O)c2cc(NC(=O)Nc3ccc(C(F)(F)F)cc3)ccc2O1	/	/	1	9	-4	-2	-5
CCOc1ccc(NS(=O)(=O)c2cc(NC(=O)CCS(=O)(=O)c3ccc(C)cc3)ccc2OC)cc1	5	0	-3	/	/	-9	/
C[C@H](CO)N1C[C@H](C)[C@@H](CN(C)Cc2ccncc2)Oc2ccc(NS(=O)(=O)c3ccccc3)cc2C1=O	2	/	1	-1	0	-5	3
Nn1c(SCC(=O)NC2CCCC2)nnc1C(F)(F)F	-6	7	-6	-4	-2	-6	1

Single records (already shown).
Cc1ccc(NS(=O)(=O)c2cccc(C(=O)NCCc3c[nH]c4ccccc34)c2)c(C)c1 as listed: C2C12 statin: /; LGR2 inh: 13; esBAF inh: /; SIRT5 block: -2; CASP6 VEID inh: 2; FN deposition inh: 2; S100A4 MyoIIA: -8
O=C(Nc1ccccc1)N1CCSCC1 as listed: C2C12 statin: -5; LGR2 inh: 15; esBAF inh: 6; SIRT5 block: /; CASP6 VEID inh: /; FN deposition inh: /; S100A4 MyoIIA: /

Additional entries:
SMILES	C2C12 statin	LGR2 inh	esBAF inh	SIRT5 block	CASP6 VEID inh	FN deposition inh	S100A4 MyoIIA
CCN(CC)S(=O)(=O)c1cc(NC(=O)Cn2cnc3ccccc3c2=O)ccc1C	-5	/	-10	/	/	5	/
Cc1cc(C)n2nc(CNS(=O)(=O)c3ccc(F)c(C)c3)nc2n1	1	-16	-1	-2	-1	-3	6
COc1cc(NC(=O)C2CCCN(S(=O)(=O)c3ccc4[nH]c(=O)ccc4c3)C2)cc(OC)c1 (configuration not stated)	17	19	3	-7	1	0	2
CC(=O)Nc1ccc(NC(=O)C(OC(=O)c2ccccc2)C(OC(=O)c2ccccc2)C(=O)O)cc1 (configuration not stated)	/	-14	/	2	10	/	-5
COC(=O)C1CCN(C(=O)Cc2ccc(Br)cc2)CC1	1	/	20	/	/	9	/
Cc1noc(C)c1NC(=O)Nc1ccc2c(c1)C(=O)N([C@@H](C)CO)C[C@@H](C)[C@H](CN(C)S(=O)(=O)c1cccs1)OCCCC[C@H](C)O2	-5	-8	3	-5	-4	-6	-16
Cc1noc(C)c1S(=O)(=O)Nc1ccc2c(c1)C(=O)N([C@@H](C)CO)C[C@H](C)[C@H](CN(C)Cc1ccc(C(=O)Nc3ccccc3N)cc1)O2	/	-3	/	2	-2	-17	-7
O=C(c1c(O)cc(O)cc1O)C1c2c(cc(O)c3c2O[C@H](c2ccc(O)cc2)[C@@H](O)C3)OC1c1ccc(O)cc1 (some centres not stated)	9	-1	16	/	37*	6	-5
O=C1CN(C(=O)c2cc3ccccc3oc2=O)C(c2ccc(F)cc2)c2cc(Br)ccc2N1 (configuration not stated)	12	-4	-1	-1	-3	11	2
CC(C)c1ccc(N2C(=O)CC(Sc3nc4ccccc4o3)C2=O)cc1 (configuration not stated)	-8	/	20	/	/	-6	/
Cc1ccc(C)c(SCC(=O)OCC(=O)Nc2ncc(C(F)(F)F)cc2Cl)c1	/	-9	/	1	6	-2	0
Cc1ccc(S(=O)(=O)Cc2sc3ccccc3[n+]2C)cc1	/	0	/	2	-2	/	-7
COC(=O)[C@@]1(Sc2ccc(C)cc2)CC(=O)N(C(=O)C2CC2)[C@@H]1c1ccccc1	/	-1	/	0	0	3	-7
Cc1cccc(N(Cc2cc3ccccc3[nH]c2=O)S(=O)(=O)c2ccccc2)c1	/	7	/	-7	-2	-7	-3
Cc1cccc(S(=O)(=O)N2C[C@@H](O)COC[C@@H]3O[C@H](CC(=O)NCc4ccncn4)CC[C@H]32)c1	-4	-1	-5	2	-1	0	-29
